# 14-3-3g Raf – modulators of 14-3-3 gamma protein binding, primary screen, biochemical, fluorescence polarization; 14-3-3 protein gamma (Homo sapiens), P61981; FP, 14-3-3gamma / TMR-pS259-Raf peptide binding; AID 422, 2006; 160,000 tested, 0.19% active; inhibition, % at 40 µM; in the data active = inhibition above about 30%;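 also: 0% = protein plus tracer without compound and 100% = blank with tracer alone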
# Target sequence (P61981 whole entry, looked up): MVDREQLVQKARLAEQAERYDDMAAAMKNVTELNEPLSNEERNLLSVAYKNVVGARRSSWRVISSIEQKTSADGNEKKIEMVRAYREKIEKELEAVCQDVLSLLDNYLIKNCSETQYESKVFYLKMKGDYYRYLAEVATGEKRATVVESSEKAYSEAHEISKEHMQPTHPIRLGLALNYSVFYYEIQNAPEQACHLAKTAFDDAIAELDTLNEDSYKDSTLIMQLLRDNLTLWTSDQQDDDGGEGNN
# Active calls of the source: *; & = joins results of further samples.
Molecule	14-3-3g Raf
Cc1cc(C(=O)COc2ccc3ccc(=O)oc3c2)c(C)n1Cc1cccs1	-1
CC(=O)O[C@H]1C(=O)[C@]2(C)[C@H]([C@H](OC(=O)c3ccccc3)[C@]3(O)C[C@H](OC(=O)[C@H](O)[C@@H](NC(=O)c4ccccc4)c4ccccc4)C(C)=C1C3(C)C)[C@]1(OC(C)=O)CO[C@@H]1C[C@@H]2O	-5
CCOC(=O)CCN(Cc1sccc1C)S(=O)(=O)c1ccc([N+](=O)[O-])cc1	-15
O=C(CN(C(=O)CSc1nnc(COc2ccccc2)o1)c1ccc(F)cc1)NC1CCCCC1	2
Cc1cccc(C)c1OCC(=O)Nc1ccc(N(C)C)cc1	-7
O=C(Nc1ccc(-c2noc(-c3ccccc3[N+](=O)[O-])n2)cc1)c1ccc(Br)o1	-77
Cc1ccc(S(=O)(=O)NC(=O)c2cc(C)n(CCCn3ccnc3)c2C)cc1	0
COc1ccc(NC(=O)NCCCN2CCN(c3cc(C)ccc3C)CC2)cc1	-4
CCCc1ccc(OCCNC(=O)C(C)N2C(=O)c3ccccc3C2=O)cc1 (stereo not drawn)	-3
Oc1cccc2ccc(C=Cc3ccccc3)nc12	-7
CCOC(=O)Nc1ccc2c(c1)N(C(=O)CCN(C)C)c1ccccc1S2	-16
CC(C)c1ccc(C2CC(=O)Nc3cc4c(cc32)OCO4)cc1 (stereo not drawn)	2
O=C(CCN1CCN(c2ccccn2)CC1)Nc1ccc(F)cc1	7
O=c1oc2cc(O)ccc2cc1-c1nnc(NC2CCCCC2)s1	-17
CC(=O)Nc1ccc(S(=O)(=O)NCc2ccc(C(=O)NC3CCCCC3C)cc2)cc1 (stereo not drawn)	23
CC(C)COc1ccc(C(=O)Nc2ccc(-c3nc4ccccc4o3)cc2)cc1	-119
O=P(O)(CCc1ccccn1)CN1CCCCC1	-5
CC1CCN(c2cc(C#N)c(C#N)cc2[N+](=O)[O-])CC1	-16
COc1cc(C(=O)Nc2ccccc2-c2nc3ccccc3[nH]2)cc(OC)c1OC	3
CN(C)C(=O)C1C2NC(=S)N(c3ccc(F)cc3)C1(C)Oc1ccccc12 (stereo not drawn)	-1
CCC1Oc2ccc(C)cc2N(CC(=O)N2CCN(c3ccccc3OC)CC2)C1=O (stereo not drawn)	-5
CC(C)(CC(=O)Nc1ccc2c(c1)OCCO2)CC1=NS(=O)(=O)c2ccccc2N1	-28
O=C(NCc1ccc(Cl)cc1)C1C2C=CC3(CN(Cc4cccnc4)C(=O)C13)O2 (stereo not drawn)	-6&1
Cc1nn(-c2cc(C)c3ccccc3n2)c2c1CCC2	-2
CCC(C(=O)N1CC2(C)CC1CC(C)(C)C2)N1C(=O)c2ccccc2C1=O (stereo not drawn)	-4

# Given field by field: 4 of the compounds above
CCOC(=O)Nc1ccc2c(c1)N(C(=O)CCN(C)C)c1ccccc1S2
  14-3-3g Raf = -16

CC(C)c1ccc(C2CC(=O)Nc3cc4c(cc32)OCO4)cc1 (stereo not drawn)
  14-3-3g Raf = 2

O=C(CCN1CCN(c2ccccn2)CC1)Nc1ccc(F)cc1
  14-3-3g Raf = 7

O=c1oc2cc(O)ccc2cc1-c1nnc(NC2CCCCC2)s1
  14-3-3g Raf = -17

# The listing picks up; the six compounds before the break are reprinted first.
Molecule	14-3-3g Raf
CN(C)C(=O)C1C2NC(=S)N(c3ccc(F)cc3)C1(C)Oc1ccccc12 (stereo not drawn)	-1
CCC1Oc2ccc(C)cc2N(CC(=O)N2CCN(c3ccccc3OC)CC2)C1=O (stereo not drawn)	-5
CC(C)(CC(=O)Nc1ccc2c(c1)OCCO2)CC1=NS(=O)(=O)c2ccccc2N1	-28
O=C(NCc1ccc(Cl)cc1)C1C2C=CC3(CN(Cc4cccnc4)C(=O)C13)O2 (stereo not drawn)	-6&1
Cc1nn(-c2cc(C)c3ccccc3n2)c2c1CCC2	-2
CCC(C(=O)N1CC2(C)CC1CC(C)(C)C2)N1C(=O)c2ccccc2C1=O (stereo not drawn)	-4
Cc1ccc(CC(C(=O)Nc2ccc(F)cc2)C(C)C(=O)O)cc1 (stereo not drawn)	3
CCCn1cc(SCC(=O)Nc2ccc(C)cc2)c2ccccc21	-24
N#Cc1sc2sc(C#N)c(N)c2c1N	-2
COc1cccc(NC(=O)CSc2nc3ccccc3c(=O)n2Cc2cccs2)c1	-1
NC(=O)c1ccsc1NC(=O)COC(=O)c1ccccc1NCc1ccco1	-23
O=C(Nc1ccc(Cl)cc1)c1cc(S(=O)(=O)NCc2ccc(F)cc2)ccc1F	1
O=c1c2cc3c(cc2[nH]c(=S)n1CCCN1CCCC1)OCO3	-15
c1ccc(-c2nc(C34CC5CC(CC(C5)C3)C4)cs2)cc1	-2
COc1ccc(OC)c2[nH]c(=O)c(CCNC(=O)Cc3ccccc3)cc12	-4
CSc1nnc2c(n1)OC(c1ccc(Br)o1)Nc1ccc(Br)cc1-2 (stereo not drawn)	-43
CCc1cc(C(=O)Cc2ccc3c(c2)OCCCO3)c(O)cc1OC	3
O=C(NCCc1ccccc1)c1ccc2c(c1)ncn2-c1ccc(OCc2ccccc2)cc1	-40
CC(C)(C)n1ncc2c(=O)n(CC(=O)N3CCN(c4ccccc4)CC3)cnc21	-1
O=[N+]([O-])c1cc(S(=O)(=O)N2CCc3ccccc32)ccc1N1CCc2ccccc21	0
N#Cc1nc(COc2ccccc2Cl)oc1NCc1ccco1	-3
COc1ccc(-n2c(=O)c3ccccc3c3ccccc3c2=O)c(OC)c1	-14
CCn1c(SCC(=O)Nc2cccc(F)c2)nnc1-c1cc2cc(Br)ccc2o1	1
O=c1[nH]c(=S)[nH]c2sc3c(c12)CCCC3	-8
Cc1nn(Cc2ccc(C(=O)NC(C)(C)C)o2)c(C)c1Br	-7
COC(=O)c1cccc(NS(=O)(=O)c2cccs2)c1C	-12
NC(=O)CSc1ccc2ccccc2n1	3
Cc1cc(C)c(NC(=O)Cn2c(=O)n(CCc3ccccc3)c(=O)c3ccccc32)c(C)c1	-7
COc1cccc(-c2nn(-c3ccccc3)cc2C(=O)Nc2nccs2)c1	-4
Cn1cnnc1Sc1cc(N2CCOCC2)ccc1[N+](=O)[O-]	4
COc1cc(C(=O)Oc2ccc3c(=O)c(Oc4ccccc4Br)coc3c2)cc(OC)c1OC	-85

# (continued)
SMILES,14-3-3g Raf
CCCCNc1nc2c(c(=O)n(C)c(=O)n2C)n1Cc1cccc(Cl)c1,-9
Cc1ccc(CNC(=O)c2cc(=O)[nH]c3ccc(S(=O)(=O)N4CCC(C)CC4)cc23)cc1,-12
COC(=O)CCP(=O)(O)Cc1ccccc1CP(=O)(O)CCC(=O)OC,-8
COC(=O)c1c(-c2ccc(F)cc2)csc1NC(=O)C1CCCCC1C(=O)O (stereo not drawn),1
Cc1nc(C(=O)Nc2nccs2)cc2c1[nH]c1ccccc12,-68
O=C(Nc1ccc(S(=O)(=O)N2CCCC2)cc1)C1COc2ccccc2O1 (stereo not drawn),7
Cc1ccc2nc(-c3cc4ccccc4oc3=O)[nH]c2c1,-22
COc1ccccc1C(=O)Nc1c2c(nn1-c1cccc(C)c1C)CS(=O)(=O)C2,-1&-2
CC1CCCCN1C(=O)CSc1nnc2sc3ccccc3n12 (stereo not drawn),0
O=C(CCC(=O)OCC(F)(F)F)Nc1ccc(C(=O)O)cc1,-1
CCCCN(C)CCNC(=O)Cn1c(=O)[nH]c2ccccc2c1=O,1
O=C(Cc1ccccc1)Nc1nnc(-c2ccc([N+](=O)[O-])cc2)s1,-6
Cc1cc(C(=O)N2CCN(c3ncccn3)CC2)c(C)o1,-3
CCC(=NC(CC)CO)C1=C(O)CC(C)(C)CC1=O (stereo not drawn),-2
CC(C)NS(=O)(=O)c1ccc2c(c1)oc(=O)n2C,1
Cc1cnc(NC(=O)c2c(O)c3cccc4c3n(c2=O)CCC4)s1,-7&-6
Cn1cccc1/C=N/n1cnnc1,0
COc1ccc(-n2nc3cc(C)c(NC(=O)COc4ccc(Cl)cc4)cc3n2)cc1,-9
COc1cc2c(cc1OC)C(c1ccccc1)=NC1(CCCC1)C2,-8
Cc1ccc(NC(=O)N2CCCN(Cc3ccc(F)cc3)C2)cc1C,-3
CC(C)C(=O)Nc1c2c(nc3c1CCC3)CCCC2,3
Cc1ccccc1CSCCC(=O)NC1CCCC1,0
COCCOC(=O)C1=C(C)NC(=O)NC1C1CC=CCC1 (stereo not drawn),3
COC(=O)C1=C(C)N(Cc2ccccc2)C(=O)C1,3
Nc1ccc(NS(=O)(=O)c2ccc(Cl)cc2)cc1,-22
O=C(CCN1C(=O)COc2ccccc21)NCCN1CCOCC1,-1&-11
CCn1c(SCC(=O)N2CCC(C)CC2)nc2c(c1=O)SC(C)C2 (stereo not drawn),-7
COc1ccccc1-c1nc2s/c(=C\c3cccs3)c(=O)n2n1,-27
O=C(Nc1ccc(Br)cc1)c1ccc(NS(=O)(=O)c2cccs2)cc1,-23
Cc1cnc(-c2nnc(N(C)C(=O)c3ccncc3)s2)cn1,-10
COc1ccc(N2CCN(C(c3ccco3)c3sc4nc(C)nn4c3O)CC2)cc1 (stereo not drawn),0
CCOc1cccc2cc(-c3cn4c(n3)sc3ccccc34)c(=O)oc12,-23
COc1ccc(CNC(=O)c2ccc3c(c2)N(Cc2ccccc2C)C(=O)CS3)cc1,-6
CCC1CCCCN1CCCNC(=O)C1CCN(S(C)(=O)=O)CC1 (stereo not drawn),3
CCOC(=O)C(Sc1ccc(O)c(C)c1C)(C(F)(F)F)C(F)(F)F,-5
COc1cccc(N(CC(=O)Nc2ccccc2C)S(C)(=O)=O)c1,-5
O=C1C=C(NC2CC2)C2(CCCCC2)O1,-4
CCCCCOC(=O)c1ccc(N2C(=O)c3ccc(C(=O)OC)cc3C2=O)cc1,-4
CCOC(=O)N1CCN(Cc2cc(=O)oc3ccc4ccccc4c23)CC1,-1
CC(NC(=O)c1nn2c(c1Cl)NC(c1ccccc1)CC2C(F)(F)F)c1ccccc1 (stereo not drawn),-1
Cc1ccc(NC(=O)CSc2nc3c([nH]c4ccccc43)c(=O)n2C)cc1,-2
O=C(Nc1nonc1NC(=O)C1CCCCC1)C1CCCCC1,-9
O=c1[nH]c(-c2ccc(-c3ccc([N+](=O)[O-])cc3Cl)o2)nc2sc3c(c12)CCCC3,-25
Cc1ccc(C)c(NS(=O)(=O)c2cc(S(=O)(=O)Nc3cc(C)ccc3C)c3cccc4c3c2NC4=O)c1,-19
CCN1CCN(c2ccc(NC(=O)COc3ccccc3Cl)cc2)CC1,-10
O=C(CCS(=O)(=O)c1cccs1)Nc1ccc(C(=O)Nc2ccc(Cl)cc2)cc1,-22
C=CCOC(=O)C1=C(C)Nc2[nH]c(=O)[nH]c(=O)c2C1c1cccc(O)c1 (stereo not drawn),-2
COc1ccccc1Nc1ncc(C(=O)NC2CCCC(C)C2C)c2ccccc12 (stereo not drawn),-9
COc1ccc(C(C#N)N2CCN(C(C#N)c3ccc(OC)cc3)CC2)cc1 (stereo not drawn),0
COc1ccc(-c2cc(C(F)(F)F)nc(S(C)(=O)=O)n2)cc1OC,-41
CCOC(=O)c1c(NC(=O)COc2cccc(Br)c2)sc(C)c1C,-8
COc1ccc(C)cc1N(CC(=O)O)S(=O)(=O)c1ccc(C)cc1,-1
CCSc1nc2c(c(=O)[nH]c(=O)n2C)n1C,-2&-8
CN(C)c1ccc(C(CC(=O)O)NC(=O)c2ccc(Cl)cc2)cc1 (stereo not drawn),-4
CCOc1cccc(-c2nnc3sc(-c4cc(OC)c(OC)cc4OC)nn23)c1,-2
CCCOC(=O)Nc1ccc(N2CCCCC2)cc1,-7
Clc1cccc(N2CCN(Cc3nc(-c4ccccc4)no3)CC2)c1,-11
COc1ccccc1C(=O)Nc1cc2c3c(c1)C1CCCC1CN3CC1CCCC21 (stereo not drawn),-41
O=C(CSc1nc(-c2ccco2)cc(C(F)(F)F)n1)N1CCSCC1,1
Cc1ccccc1OCc1nc2c3cnn(C)c3ncn2n1,-2

# Remaining list, next part
SMILES,14-3-3g Raf
O=C(Nc1ccccc1I)c1ccccc1Cl,-7
O=C(CCN1C(=O)c2ccccc2C1=O)Nc1cccc([N+](=O)[O-])c1,0
COc1ccc2oc(=O)c(-c3nnc(NCc4ccco4)s3)cc2c1,-1
CCOC(=O)CNC(=O)CN1C(=O)CCSc2ccccc21,3
COc1cc2c(cc1OC)C(COc1ccc3c(C)cc(=O)oc3c1)N(C(=O)c1ccc(Br)o1)CC2 (stereo not drawn),2
Cc1nc(SCC(=O)c2ccccc2)c(C#N)c(-c2ccco2)c1C(=O)NCc1ccco1,0
CCOc1ccc2[nH]c(=O)c(CN(CC3CCCN3CC)C(=O)NCc3ccccc3)cc2c1 (stereo not drawn),-7
Cc1cc2n(n1)C(c1ccc3c(c1)OCO3)Nc1ccccc1-2 (stereo not drawn),3
COCCNC(=O)c1ccc2c(=O)n(CCOC)c(=O)[nH]c2c1,-7
Cn1c(=O)n(C)c2cc(S(=O)(=O)O)ccc21,0
Cc1[nH]c(=O)[nH]c(=O)c1NC(=O)c1cccs1,-3
Cc1cccc(N(CC(O)CN(C)C)S(=O)(=O)c2ccccc2)c1 (stereo not drawn),-2&4
CC(C)(C)C1CCC(OC(=O)Cn2cnc([N+](=O)[O-])n2)CC1 (stereo not drawn),-5
Cc1nnc(SCC(=O)Nc2nccs2)[nH]c1=O,-2
Cc1ccc2nc(N3CCN(Cc4nnnn4Cc4ccccc4)CC3)c(C#N)cc2c1,-5
O=C(NCCc1ccccc1)c1cccnc1SCc1cccc(F)c1,-2
O=C(O)CCCNc1ccc(S(=O)(=O)Nc2ccccc2C(=O)O)cc1C(=O)O,2
O=C(CC(C(=O)N1CCc2ccccc21)n1ccnc1)NCCc1ccccc1 (stereo not drawn),-1
COc1nc2nonc2nc1N,4
CC(=O)Oc1ccc(C2C(C(=O)OC(C)C)=C(C)N=C3SC(C)C(=O)N32)cc1 (stereo not drawn),3
COC(=O)c1cccc(S(=O)(=O)N(Cc2ccco2)Cc2cc3ccc(OC)cc3[nH]c2=O)c1,-4
CCc1cc2c(NCC(=O)O)ncnc2s1,-4
CCOC(=O)c1sc2ncn(CC(=O)Nc3cccc(Cl)c3)c(=O)c2c1C,-9

# Not all compounds are listed; the hit share may differ from the screen's.
